# High-throughput results: PubChem BioAssay, Sanford-Burnham Center for Chemical Genomics
# TAG inh: triacylglycerol accumulation inhibition. actives 0.66% (n = 230,000). inhibition, % at 12.5 µM. H9c2 cells, Nile Red lipid (TAG) fluorescence; cells loaded with 200 µM oleic acid;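 active means pattern-corrected inhibition of lipid staining of at least 50% with the nuclear-stain viability signal not falling by more than 50%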;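 further: 0% = DMSO wells and 100% = triacsin C control wells; some results filed as inactive read as strong as hits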
# TAG inh DAPI viability: recorded beside TAG inh, whose call it bears; DAPI nuclei signal change (viability), lower = more cytotoxic, %;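 whole-well DAPI fluorescence read on a plate reader as a viability signal; minus 50 percent equals half of cells still viable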
# Numbers without * were called inactive. This is a subset (hit frequency here may not be typical).
SMILES,TAG inh,TAG inh DAPI viability
O=C(CNC(=O)c1ccc(Br)o1)NNC(=O)COc1ccccc1Cl,-7,-4
COC(=O)c1ccc(NC(=O)c2cc[n+](Cc3ccccc3)cc2)cc1,12,-3
COC(C[C@H](O)[C@H](C)[C@H](O)COCc1ccccc1)OC,-9,5
COC(=O)c1ccc(/C=N/N2CCN(Cc3ccc(Cl)cc3)CC2)cc1,-12,2
O=C(NS(=O)(=O)c1ccc(Cl)cc1)c1ccccc1,6,-11
COc1nc(Nc2cccc(C)c2)nc(N2CCCCC2)n1,5,-4
CCN(CC)CCCN(C(=O)c1ccc(Br)cc1)c1nc(-c2ccc(OC)cc2)cs1,40,12
CC(Sc1nnc(-c2ccccc2F)n1C1CC1)C(=O)N1CCCC1 (stereo not drawn),20,5
Cc1cc(C)nc(NC2=NCC(=O)N2c2cc(Cl)cc(Cl)c2)n1,-2,1
CC(=O)NCCc1nc2ccccc2n1CCOc1ccc(C)cc1,2,1
Cn1c(N)c(C(=O)COC(=O)Cc2c(F)cccc2Cl)c(=O)n(C)c1=O,13,-11
Cc1cccc(NC(=S)NCCc2ccc3c(c2)OCCO3)c1C,-3,-3
CCN(C(=O)C1CCN(c2nc(-c3ccc(OC)cc3)no2)CC1)c1ccccc1,-16,4
COC(=O)c1ccc(C23CC4(C2)[C@H](CN(CC2CCCCC2)[C@@H]4c2ccccc2)C3c2ccccc2)cc1 (stereo partly drawn),-6,9
CCOC(=O)C(=CNc1ccc(N2CCCCC2)c(S(=O)(=O)Nc2ccccc2OC)c1)C(=O)OCC,38,10
O=C(CSc1cccc[n+]1[O-])Nc1ccc([N+](=O)[O-])cc1Cl,1,0
O=C(NCc1nc2ccccc2[nH]1)C1=C[C@@H](C2CC2)C[C@@H](OCc2ccc(CO)cc2)O1,10,3
O=C(c1cccc(S(=O)(=O)N2CCOCC2)c1)N(CCc1ccccc1)Cc1ccccc1,-6,-1
CS(=O)(=O)N1CCC(C(=O)Nc2ccc(C(F)(F)F)cc2)CC1,18,-8
CC(=O)OCCCNc1cc(Sc2ccc(Cl)cc2)c2nonc2c1[N+](=O)[O-],111,-88
CCCn1c2c(c(O)c(C(=O)NCc3ccccc3)c1=O)CCCC2,-14,11
O=C(CCc1nc2ccccc2s1)N1CCN(c2ccccc2)CC1,-2,11
CCOC(=O)C1=C(CC)Nc2ccccc2N=C1NC(=O)c1ccc(S(=O)(=O)N(C)C)cc1,-6,2
Cc1ccc(OCCCC(=O)NC(C)c2ccccc2)cc1 (stereo not drawn),18,-9
Cc1cnn(-c2cc(Oc3ccccc3)ncn2)c1,-7,1
COc1ccc(CCNC(=S)Nc2cccc(C)c2C)cc1,0,4
NCCCC[C@H]1CNC(=O)C(=O)N1CCCCC1CCCCC1,8,-2
Cn1cc(C(=O)Nc2ccc(Cl)c(Cl)c2)cn1,10,2
CCOC(=O)[C@H]1[C@H]2COc3ccc(Cl)cc3[C@@H]2N2C(=O)[C@@H](C)NC(=O)[C@@]12C,18,-7
COc1ncccc1C(=O)N1CCCC(N2CCN(c3cccc(Cl)c3)CC2)C1 (stereo not drawn),-28,7
Cc1ccc(-c2nc(SCC(=O)NCC3CCCO3)c(-c3ccc(C)cc3)[nH]2)cc1 (stereo not drawn),2,11
CSc1ncccc1C(=O)OCC(=O)NCc1ccc2c(c1)OCO2,-3,2
CC(C)(C)NC(=S)Nc1cccc(C(F)(F)F)c1,-12,5
CN(CC(=O)Nc1ccc(F)cc1)C(=O)COC(=O)c1cc(Br)c(Br)s1,-18,0
O=C1[C@H]2CCC=C[C@H]2[C@H](c2ccccc2Br)N1Cc1ccccc1,-7,9
O=C(c1ccc2ccccc2c1)N1CCN(c2ccc(O)cc2)CC1,-4,8
O=C(NC1CCCCC1)C(c1cccs1)N(Cc1cccs1)C(=O)c1cccs1 (stereo not drawn),1,-5
Cc1cccc([C@@H]2[C@@H]3C(=O)N(Cc4ccccc4)C(=O)[C@@H]3[C@]3(C)C(=O)N(c4ccc(Br)cc4)C(=O)N23)c1,-3,-11
CCOC(=O)C1Cn2c(nc3c(c2=O)C(C)(C)Cc2ccccc2-3)S1 (stereo not drawn),-22,-7
COc1ccc(Cc2nc3ccc(C(=O)NCc4cc(C)no4)cc3o2)cc1,6,6
Nc1ccccc1OCCOCCOc1ccccc1N,-9,2
O=S(=O)(Nc1ccc(-n2cccc2)cc1)c1ccc(Cl)c(Cl)c1,0,-1
CCOC(=O)C1(Cc2ccc(Cl)cc2)CCN(C(=O)CCc2ccncc2)CC1,-13,0
COc1ccc(C(O)P(=O)(OC(C)C)OC(C)C)cc1OC (stereo not drawn),-3,1
CCn1c(SCC(=O)N(C)C)nc2cc(S(=O)(=O)N3CCCCC3)ccc21,-3,-6
COc1ccc(Nc2nc3ccccc3c(=O)[nH]2)cc1,1,1
COc1ccc(CCn2c(C)cc(C(=O)CSc3nnc(N)s3)c2C)cc1,28,-4
COc1ccc(COc2cccnc2N)cc1,-9,1
O=C(OCC(=O)N1CCCC1=O)c1cccc([N+](=O)[O-])c1,-9,0
Cc1ccc(Nc2cc(C)c3ccc(O)cc3n2)cc1C,2,13

# (cont.)
SMILES,TAG inh,TAG inh DAPI viability
CCNC(=O)COC(=O)c1ccc(-n2nc(C)cc2C)cc1,-10,1
Cc1ccc(/C=C2\SC(=S)N(CC3CCCO3)C2=O)o1 (stereo not drawn),3,3
CCN(CC)CCC(c1cc(OC)c(OC)c(OC)c1)c1c(OC)cc(OC)c2c(C)cc(=O)oc12 (stereo not drawn),17,-1
C=CCn1c(C)cc(-c2csc(NC(=O)CCc3nc4ccccc4c(=O)[nH]3)n2)c1C,-1,-4
Cc1ccc(C(=O)OCC(=O)N(C)c2c(N)n(Cc3ccccc3)c(=O)[nH]c2=O)s1,6,-3
CC(C)CCN1CCN(Cc2cccc(C(F)(F)F)c2)CC1CCO (stereo not drawn),16,-12
COc1ccc(C(=O)NCC(=O)OCC(=O)N2CCc3ccccc32)cc1,-7,-9
COc1ccccc1C(=O)C1CCCN(C(=O)c2cccc(-n3cccn3)c2)C1 (stereo not drawn),-10,12
O=C(O)c1ccccc1S(=O)(=O)NCC(O)COc1ccc(Br)cc1 (stereo not drawn),-1,6
Cc1ccc(CNC(=O)CCC(=O)N2CC(C)Oc3ccc(Cl)cc32)cc1 (stereo not drawn),-5,-2
C=CCn1c(-c2ccccc2)cc(SC)c(C#N)c1=O,-3,-3
O=C(Oc1cncc(Cl)c1)c1sccc1Cl,6,5
Cc1csc(=NC(=O)c2ccccc2)n1C,-1,-9
CC(O)(c1ccccc1)C(c1ccccc1)C1CCCCN1 (stereo not drawn),-2,3
Cc1ccc(N2C(=O)[C@@H]3[C@H](C2=O)C2c4ccccc4C=CN2[C@@H]3C(=O)c2ccco2)c(C)c1 (stereo partly drawn),4,13
COC(=O)Cc1csc(NC(=O)CSc2nnc3ccccn23)n1,1,-1
CC(=O)N(c1ccc(C)cc1)c1nc(C)cc(C)c1C#N,6,-1
COc1ccc(OC(=O)CN2C(=O)C3C4CCC(C4)C3C2=O)cc1 (stereo not drawn),5,4
Cc1cc(N/N=C/c2cccc(F)c2)nc(NCc2ccccc2)n1,-7,10
CC(=O)c1cccc(NC(=O)N2CCCC2C(=O)Nc2ccccc2C)c1 (stereo not drawn),9,-3

# In the list so far, 2 have a cyano group.
SMILES,TAG inh,TAG inh DAPI viability
C=CCn1c(-c2ccccc2)cc(SC)c(C#N)c1=O,-3,-3
CC(=O)N(c1ccc(C)cc1)c1nc(C)cc(C)c1C#N,6,-1

# Further results.
SMILES,TAG inh,TAG inh DAPI viability
COc1ccc([C@@H]2[C@@H]3C(=O)N(C(C)(C)C)C(=O)[C@@H]3[C@]3(C)C(=O)N(c4ccc(C)cc4)C(=O)N23)cc1,4,1
Cc1cc(F)c(F)c(C(=O)N2C(C)CCCC2C)c1Cl (stereo not drawn),-10,4
O=S(=O)(Nc1c(O)ccc2ccccc12)c1ccc(F)cc1,5,-6
COc1cccc(C(=O)NN2C(=S)N(c3ccccc3)C(=O)C2CC(N)=O)c1 (stereo not drawn),-4,-1
COc1ccc(NC(=O)CN2C(=O)c3ccccc3S2(=O)=O)cc1S(=O)(=O)N1CCOCC1,9,-7
Cc1cc(NC(=O)COC(=O)[C@H](Cc2c[nH]c3ccccc23)NC(=O)c2ccc(F)cc2)no1,6,-1
CN(C)S(=O)(=O)c1cccc(C(=O)N2CCc3ccccc32)c1,-30,31
NC(=O)C1CCCN(C(=O)CNC(=O)C23CC4CC(CC(C4)C2)C3)C1 (stereo not drawn),-6,-1
COc1cc(C)ccc1OCc1cc(C(=O)NCc2ccncc2)no1,10,-2
Cc1noc(C)c1CSc1ccccc1C(=O)N1CCN(c2ccccc2)CC1,-6,30
CC[C@]12c3[nH]c4ccc(Cl)cc4c3CCN1C(=O)[C@@H](CC(=O)NCCC1=CCCCC1)C[C@@H]2C(=O)N1CCN(C(=O)C2CC2)CC1,26,-6
COc1ccc(N2CCN(C(=O)c3ccc(N(C)S(=O)(=O)c4ccc(C)cc4)cc3)CC2)cc1,-27,-4
CNc1cc(-c2cnn(CC(C)C)c2)ncn1,-20,6
OC[C@@H]1CN(Cc2ccco2)C[C@H](n2cnc3c(NC4CC4)ncnc32)O1,3,3
O=C(c1ccc(F)cc1)N1CCC(C(=O)N2CCN(S(=O)(=O)c3cccc(F)c3)CC2)CC1,-14,-1
O=C(O/N=C\c1ccc(N2CCCCC2)c([N+](=O)[O-])c1)c1cccc(C(F)(F)F)c1,6,-5
C=CCC[C@H](Cc1ccc(F)cc1)C(=O)OC[C@@H](Cc1c[nH]c2ccccc12)NC(=O)[C@@H](CC=C)CC(=O)N[C@@H](CO)Cc1ccccc1,29,0
CCOc1ccc2nc(NCCCNC(=O)c3cc(OC)c(OC)c(OC)c3)c(C#N)cc2c1,29,-7
COC(=O)C(NC(=O)C(CC(C)C)NC(=O)C1CCC(C)CC1)C(C)C (stereo not drawn),-6,-9
O=c1c2cc(NC(=S)N3CCCC3)ccc2nc2n1CCCCC2,17,0
O=C1COc2ccc(C(=O)COC(=O)/C=C/c3cccc(F)c3)cc2N1,-2,3
CCN1C/C(=C/c2sccc2C)c2nc3ccccc3c(C(=O)O)c2C1,-2,-1
O=C(CC1C[C@H](C(=O)N2CCOCC2)[C@@]2(CCC3CCCC3)c3[nH]c4ccccc4c3CCN2C1=O)NCCN1CCOCC1 (stereo partly drawn),8,-13
O=C(Nc1ccc(NC(=O)c2cccs2)cc1Cl)c1ccco1,17,-5
O=C(Nc1ccc(Oc2ccccc2)nc1)C1CCN(Cc2cccc(F)c2)CC1,-2,-2
CC(C)(C)OC(=O)N(CCc1ccccc1)Cc1ccccc1OCc1cccc(NC(=O)/C=C/c2ccccc2)c1,53*,-15*
O=c1c(C/C=C/c2ccccc2)c(O)ccn1CCc1c[nH]c2ccccc12,20,-2
c1ccc(NN=C(c2ccccc2)c2cccs2)cc1,3,-12
Cc1cccc(NC(=O)CSCC(=O)Nc2cc(C(F)(F)F)ccc2N2CCOCC2)c1,-6,2
CCN(/N=C/c1cccs1)c1cc(=O)n(C)c(=O)[nH]1,-7,8
COc1ccc(CC(=O)Nc2nnc(C)s2)cc1,5,-4
Cc1cccc(OC(=O)c2cn(C)nc2C(F)(F)F)c1C,-8,1
S=c1sc2c(N3CCOCC3)ncnc2n1-c1ccccc1,18,2
Cc1nc(-c2c(C(=O)NNC(=O)Nc3c(C)cccc3C)noc2C)cs1,-11,4
CN(CCCNC(=O)c1cn(C)c2ccc(S(=O)(=O)N(C)C)cc2c1=O)c1ccccc1,9,-8
Cc1ccc(/C(=N/Nc2nc3ccccc3s2)C2=C(O)c3ccccc3C2=O)cc1,17,39
CCOC(=O)C1=NN(c2ccc(Cl)cc2)/C(=C/C2=NCCc3cc(OC)c(OC)cc32)S1,-5,3

# Of the compounds above, 17 contain fluorine:
SMILES,TAG inh,TAG inh DAPI viability
CC(Sc1nnc(-c2ccccc2F)n1C1CC1)C(=O)N1CCCC1 (stereo not drawn),20,5
Cn1c(N)c(C(=O)COC(=O)Cc2c(F)cccc2Cl)c(=O)n(C)c1=O,13,-11
CS(=O)(=O)N1CCC(C(=O)Nc2ccc(C(F)(F)F)cc2)CC1,18,-8
CC(C)(C)NC(=S)Nc1cccc(C(F)(F)F)c1,-12,5
CN(CC(=O)Nc1ccc(F)cc1)C(=O)COC(=O)c1cc(Br)c(Br)s1,-18,0
CC(C)CCN1CCN(Cc2cccc(C(F)(F)F)c2)CC1CCO (stereo not drawn),16,-12
Cc1cc(N/N=C/c2cccc(F)c2)nc(NCc2ccccc2)n1,-7,10
Cc1cc(F)c(F)c(C(=O)N2C(C)CCCC2C)c1Cl (stereo not drawn),-10,4
O=S(=O)(Nc1c(O)ccc2ccccc12)c1ccc(F)cc1,5,-6
Cc1cc(NC(=O)COC(=O)[C@H](Cc2c[nH]c3ccccc23)NC(=O)c2ccc(F)cc2)no1,6,-1
O=C(c1ccc(F)cc1)N1CCC(C(=O)N2CCN(S(=O)(=O)c3cccc(F)c3)CC2)CC1,-14,-1
O=C(O/N=C\c1ccc(N2CCCCC2)c([N+](=O)[O-])c1)c1cccc(C(F)(F)F)c1,6,-5
C=CCC[C@H](Cc1ccc(F)cc1)C(=O)OC[C@@H](Cc1c[nH]c2ccccc12)NC(=O)[C@@H](CC=C)CC(=O)N[C@@H](CO)Cc1ccccc1,29,0
O=C1COc2ccc(C(=O)COC(=O)/C=C/c3cccc(F)c3)cc2N1,-2,3
O=C(Nc1ccc(Oc2ccccc2)nc1)C1CCN(Cc2cccc(F)c2)CC1,-2,-2
Cc1cccc(NC(=O)CSCC(=O)Nc2cc(C(F)(F)F)ccc2N2CCOCC2)c1,-6,2
Cc1cccc(OC(=O)c2cn(C)nc2C(F)(F)F)c1C,-8,1
